High-throughput results from PubChem BioAssay.
H9c2 protect: myocardial damage modulation in H9c2 cells | protection from H2O2 cell death, % at 20 µM | 360,000 compounds, 0.63% hits | H9c2 cardiomyocytes, H2O2 injury protection, ATPLite, 2 h | AID 588492;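 active = compounds giving at least 50% protection of heart cells from peroxide-induced death in the single-dose screen, raw or plate-pattern-corrected value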;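 also: 0% = DMSO wells with peroxide and 100% = DMSO wells without peroxide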
N-glyco inh: N-linked glycosylation inhibition. D54 ERlucT glycosylation luciferase reporter, 24 h; percent of 100 nM tunicamycin response. 360,000 compounds, 0.23% hits. reporter increase, % at 12.5 µM;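 active = mean luciferase reporter signal, scaled so untreated is 0 and the glycosylation-blocking control 100, at or above a set limit in every replicate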;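 also: luciferase carries N-glycosylation sites so blocking glycosylation raises the light; 0% = median of neutral control wells and 100% = median of 100 nM tunicamycin wells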
iPSC survival up: enhancers of human iPSC single-cell survival; survival enhancement, % at 20 µM; hiPSC single-cell survival, ATPlite luminescence; 100% = ROCK inhibitor wells, 0% = DMSO; 360,000 compounds, 0.044% hits; in the data active = survival enhancement above about 18%;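 also: cells exposed to compounds for 16 hours before the ATP read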
ABCB6 inh 2: human ABCB6 transporter inhibition; AID 602162; fluorescence ratio to DMSO, % at 10 µM; K562-ABCB6 porphyrin accumulation, flow cytometry, 1 h; hits give low values; 360,000 compounds, 0.19% hits;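 active = fluorescence ratio to DMSO below 75%, the collection mean minus 3 SD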;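 also: signal is porphyrin accumulated inside mitochondria; 100% equals median channel fluorescence of DMSO control wells; lower ratio means ABCB6 inhibition with less porphyrin fluorescence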
Exocytosis inh: blocks lytic granule exocytosis; AID 651702; 360,000 compounds, 0.66% hits; TALL-104 LAMP-1 surface exposure, flow cytometry; cells stimulated with thapsigargin and PMA; inhibition, % at 10 µM;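 active = inhibition above about 55%, limit read from the data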
aDG glyco act: alpha-DG glycosylation activation | Pro5-aDG cells, alpha-DG glycosylation AlphaScreen (IIH6); 0% Pro5, 100% B10-LARGE cell signal | activation, % at 10 µM | 360,000 compounds, 0.22% hits | AID 624168;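 active = activation of at least 8% versus controls, or a plate z-score of at least 8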;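 also: Pro5 are CHO cells carrying HIG-tagged alpha-DG that lacks glycosylation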
Vif inh: HIV Vif inhibition | inhibition, % at 7.49 µM | HEK293T cells, Vif self-association by quenched fluorescence, imaging, 24 h | 340,000 compounds, 0.35% hits; in the data active = inhibition above about 50%, passing the limit was not always enough; also: some results filed as inactive read as strong as hits
HTR2A ag: mouse HTR2A agonism via beta-arrestin recruitment; P35363; CHO-K1 mHTR2A beta-arrestin complementation, luminescence; percent of 30 µM serotonin response; activation, % at 7.6 µM; 360,000 compounds, 0.66% hits; AID 624169;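 active = activation above a run cutoff, the mean activation of all tested compounds plus 3 SD, cut at about 14% in these data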;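 also: 0% = plate median of compound wells and 100% = 30 µM serotonin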
Target sequence (P35363 whole entry, looked up): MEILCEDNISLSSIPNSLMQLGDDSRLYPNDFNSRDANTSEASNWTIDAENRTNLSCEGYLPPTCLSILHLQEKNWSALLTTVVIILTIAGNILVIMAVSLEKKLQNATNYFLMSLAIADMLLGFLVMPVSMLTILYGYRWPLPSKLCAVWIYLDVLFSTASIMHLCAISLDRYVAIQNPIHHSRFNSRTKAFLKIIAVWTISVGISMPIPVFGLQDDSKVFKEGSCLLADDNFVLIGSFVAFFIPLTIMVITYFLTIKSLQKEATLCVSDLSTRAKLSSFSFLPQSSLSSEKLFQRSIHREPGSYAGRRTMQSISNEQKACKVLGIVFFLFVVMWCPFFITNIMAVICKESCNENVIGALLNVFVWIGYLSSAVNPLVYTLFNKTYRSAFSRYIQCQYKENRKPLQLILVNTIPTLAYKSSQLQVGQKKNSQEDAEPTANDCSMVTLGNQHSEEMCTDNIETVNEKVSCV
PDI turbidity: PDI (human) enzyme inhibition; P07237; PDI insulin aggregation turbidity, A650, 90 min; inhibition, % at 10 µM; 350,000 compounds, 0.052% hits; AID 588391;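 active = mean inhibition across replicates of 30% or more, whatever share of single replicates reach that level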;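 also: absorbance from insulin aggregation driven by PDI reduction with DTT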
Target sequence (P07237 whole entry, looked up): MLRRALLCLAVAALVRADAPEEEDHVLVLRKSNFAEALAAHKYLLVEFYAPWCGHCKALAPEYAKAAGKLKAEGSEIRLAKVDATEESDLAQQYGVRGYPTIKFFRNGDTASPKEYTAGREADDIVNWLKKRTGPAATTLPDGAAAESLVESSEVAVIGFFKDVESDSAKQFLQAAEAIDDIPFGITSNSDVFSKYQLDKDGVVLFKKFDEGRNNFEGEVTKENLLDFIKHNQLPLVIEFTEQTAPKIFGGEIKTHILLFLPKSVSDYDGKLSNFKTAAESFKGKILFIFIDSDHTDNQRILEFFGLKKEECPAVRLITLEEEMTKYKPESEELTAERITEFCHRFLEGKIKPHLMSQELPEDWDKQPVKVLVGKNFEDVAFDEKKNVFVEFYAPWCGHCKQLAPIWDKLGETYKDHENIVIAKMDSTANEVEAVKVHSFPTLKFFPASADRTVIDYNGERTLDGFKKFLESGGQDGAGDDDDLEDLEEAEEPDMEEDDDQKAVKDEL
CaV13 FRET inh: Disruptors of the CACNA1D IQ motif to Ca2+-dependent inactivation inhibitor domain association, primary screening, Förster resonance energy transfer in intact living …; HEK cells, CFP/YFP FRET ICDI-IQ, plate reader, 10 min; percent FRET-ratio fall versus neutral wells; inhibition, % at 12.3 µM; 340,000 compounds, 0.098% hits; AID 743397;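 active = mean replicate inhibition of at least 30% and at least 1% of replicates passing that level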;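 also: 0% = median of the neutral control wells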
* hit, by the source's call; · = no result given.

SMILES	H9c2 protect	N-glyco inh	iPSC survival up	ABCB6 inh 2	Exocytosis inh	aDG glyco act	Vif inh	HTR2A ag	PDI turbidity	CaV13 FRET inh
C=C(Cl)COC(=O)C1C2C=CC(C2)C1C(=O)O (centres undefined)	1	0	-0.3	99	-2	-0.1	4	3	-4	-7
O=C(CNS(=O)(=O)c1cccs1)Nc1ccc2c(c1)OCCO2	5	-1	-0.4	99	-1	0.1	0	4	-1	-5
Oc1[nH]c(=S)sc1/C=C1\C(c2ccccc2)=Nc2ccccc21	-11	1	-1.0	108	-2	-0.3	69*	-3	-11	-9
COc1ccc(NC(=O)c2cccc(S(=O)(=O)N3CCOCC3)c2)cn1	4	1	0.3	96	-2	0.0	-16	-3	6	-5
Cc1ccc2nc(CCCc3nc4ccc(C)cc4[nH]3)[nH]c2c1	3	6	-0.5	97	3	0.1	17	-10	-2	-4
O=C(c1ccc(Cl)cc1)N1CCCCC(Cl)C1=O (centres undefined)	2	-1	-0.5	106	-2	-0.1	-2	2	10	-2
CC(C)N1CCN(Cc2ccc(-c3ccccc3Cl)o2)CC1CCO (centres undefined)	0	-1	-3.1	101	-3	0.1	-1	-3	-2	-4
CCOCCCn1c(SCC(=O)/C(C#N)=C(\C)N)nc2ccccc2c1=O	1	4	0.9	99	-1	-0.3	0	-4	-6	-4
CCN(CC)c1ccc(CNc2nc3ccccc3n2C)cc1	-4	1	0.1	99	-1	0.1	10	-4	-1	-3
COc1ccccc1NC(=O)C1CCCN1C(=O)Nc1ccc(F)cc1 (centres undefined)	3	1	-0.2	97	-2	0.0	2	0	7	-3
Cc1cc(-c2nnc3n2N=C(c2ccccc2)CS3)n[nH]1	6	3	1.4	95	-5	0.0	-1	-1	1	-12
CC(C)(C)OC(=O)C[C@H]1C/C=C\C[C@@H](CC(=O)N(CCO)Cc2ccccc2)C(=O)N[C@H](Cc2c[nH]c3ccccc23)COC1=O	15	2	0.1	96	-6	-0.3	-4	-4	7	-4
c1ccc(-c2nn3c(-c4ccco4)nnc3s2)nc1	81*	4	-1.1	93	0	-0.3	18	-2	5	·
Cc1cc(C)c2cc(C#N)c(NCCCN)nc2c1	·	·	-2.0	104	14	-0.3	·	-1	·	-14
CC(=O)c1cccc(N(CC(=O)Nc2ccccc2C(=O)N2CCCC2)S(C)(=O)=O)c1	-2	0	0.1	97	-4	0.2	-13	-2	4	·

The list goes on; it opens with the 2 that closed the last part.
SMILES	H9c2 protect	N-glyco inh	iPSC survival up	ABCB6 inh 2	Exocytosis inh	aDG glyco act	Vif inh	HTR2A ag	PDI turbidity	CaV13 FRET inh
Cc1cc(C)c2cc(C#N)c(NCCCN)nc2c1	·	·	-2.0	104	14	-0.3	·	-1	·	-14
CC(=O)c1cccc(N(CC(=O)Nc2ccccc2C(=O)N2CCCC2)S(C)(=O)=O)c1	-2	0	0.1	97	-4	0.2	-13	-2	4	·
COc1ccccc1NC(=O)c1sc(NC(=O)c2ccco2)c(C#N)c1C	-2	0	0.4	100	-2	0.2	-1	1	-5	-10
CCOc1cccc(NC(=O)c2cnccc2C(F)(F)F)c1	-1	-1	-0.3	98	-4	0.0	7	-2	11	-5
C=CCNC(=O)NC(=O)CN1C(=O)NC(c2ccccc2)(c2ccccc2)C1=O	24	1	-0.4	95	7	-0.1	-1	4	8	-6
CC1(C)CC(O)CC(C)(C)N1CC(O)COCc1ccccc1 (centres undefined)	-5	3	1.0	100	2	0.0	10	-6	-6	-17
O=C(NNc1c(Cl)cncc1Cl)c1sccc1Cl	10	-1	-0.7	93	-3	0.0	6	5	-6	-4
c1ccc(-c2csc3ncnc(N4CCN(Cc5ccc6c(c5)OCO6)CC4)c23)cc1	2	-8	-0.6	97	76*	0.0	-4	0	-6	-4
Cc1c(-c2cccc(NC(=O)c3cccs3)c2)nc2ncccn12	10	2	2.1	98	-1	-0.1	2	15*	-6	-3
Cc1ccc(CNC(=O)c2ccccc2NC(=O)CSc2nnnn2C)cc1	-6	-2	5.2	103	-4	1.3	-1	-3	-2	-5
CC(=O)Nc1c(C(=O)N2CCCCCC2)cnn1-c1ccccc1	0	0	-1.1	97	-3	0.8	-1	1	0	·
CC(/C=N/NC(=O)c1nnn(-c2nonc2N)c1C(C)C)=C\c1ccccc1	-14	-5	-0.3	90	24	0.3	3	0	-2	-6
COc1ccc(C2C(=O)N(C3CCCCCC3)CC(=O)N2Cc2ccccc2)cc1OC (centres undefined)	3	-1	-2.6	102	0	0.2	-1	-3	-2	-3
COc1ccc(C2C(C#N)=C3NC(=O)c4c(sc5c4CCCCC5)N3C3=C2C(=O)CC(C)(C)C3)cc1 (centres undefined)	-7	-2	-2.1	170	-1	-0.4	-3	0	8	-8
COc1ccc(N=C2c3ccccc3-c3ccc([N+](=O)[O-])cc32)cc1	-6	1	4.9	92	-7	0.5	-7	-2	4	-6
O=C(c1ccc(CS(=O)Cc2ccc(Cl)cc2)o1)N1CCN(c2ccccc2)CC1 (centres undefined)	6	-1	-0.5	102	0	0.0	4	-3	-5	-4
Nc1c(C(=O)OCC(=O)Nc2ccccc2Br)[nH]c(=O)[nH]c1=O	1	0	2.1	103	-11	0.3	7	3	7	-9

Pulled by structure from above, 2 records:
SMILES	H9c2 protect	N-glyco inh	iPSC survival up	ABCB6 inh 2	Exocytosis inh	aDG glyco act	Vif inh	HTR2A ag	PDI turbidity	CaV13 FRET inh
COc1ccc(C2C(C#N)=C3NC(=O)c4c(sc5c4CCCCC5)N3C3=C2C(=O)CC(C)(C)C3)cc1 (centres undefined)	-7	-2	-2.1	170	-1	-0.4	-3	0	8	-8
COc1ccc(N=C2c3ccccc3-c3ccc([N+](=O)[O-])cc32)cc1	-6	1	4.9	92	-7	0.5	-7	-2	4	-6

(next part)
SMILES	H9c2 protect	N-glyco inh	iPSC survival up	ABCB6 inh 2	Exocytosis inh	aDG glyco act	Vif inh	HTR2A ag	PDI turbidity	CaV13 FRET inh
CNc1nc(SC)nc2ccccc12	-1	-1	0.3	100	-2	0.4	-1	-3	-1	-18
Cc1ccc(C)c(OCC(=O)N/N=C\c2cccn2C)c1	-4	-2	-0.4	105	10	0.4	-4	1	-2	-4
O=C(Cc1ccccc1)Nc1ccc(NC(=O)C2CC2)nc1	-6	-1	-2.4	122	1	-0.1	·	-1	2	·
COc1ccc(CC(=O)NC(=S)Nc2cccc(C)c2)cc1	-4	0	-0.6	139	7	-0.1	-2	3	-4	-4
CCc1ccc(CNCCNC(=O)c2ccco2)cc1	-5	-1	-1.3	96	-8	0.2	15	-3	-12	-6
Nc1cc(Cl)ccc1Oc1ccccc1	-6	-1	0.9	105	-2	-0.2	-4	-1	3	-5
Nc1no[n+]([O-])c1-c1ccccc1	0	1	1.3	93	-7	0.5	-1	1	0	-2
COc1cccc(C(=O)Nc2ccc3ccccc3c2)c1	-17	-19	-0.6	100	-3	0.3	-9	4	6	-7
Cc1ccc(C)c(NC(=S)N/N=C2\CCc3ccccc32)c1	-2	-2	0.5	101	-3	0.2	-4	-3	-1	-4
Cc1ccc2c(c1)C1CN(C)CCC1N2C(=O)c1ccccc1NS(=O)(=O)c1ccc(F)cc1 (centres undefined)	0	1	-0.9	103	-3	0.3	1	-2	4	-3
O=C(C1=C(O)C(=O)N(Cc2ccccc2)C1c1ccco1)c1ccco1 (centres undefined)	3	-2	1.8	107	-2	0.2	-5	0	1	-5
CCOC(=O)C1=C(C)N(CCCC(=O)O)C(=O)NC1c1ccc(Cl)cc1 (centres undefined)	3	1	1.2	97	-6	-0.2	-1	-5	-1	-10
O=C(O)CCCc1c(-[n+]2ccccc2)[nH]c2ccccc12	-2	1	-1.5	99	2	0.0	2	-5	9	-4
Cc1ccc2cc(CN(Cc3ccc(F)cc3)Cc3nnnn3C3CCCC3)c(=O)[nH]c2c1	7	-4	-0.8	86	1	0.1	5	-2	13	-8
O=C(COC(=O)c1cc2ccccc2oc1=O)Nc1ccc(F)cc1F	1	-1	0.1	98	-2	0.0	-1	-1	1	-5
NC(=O)COC(=O)CC(c1ccccc1)c1ccccc1	-4	-2	-0.2	102	4	0.0	-6	1	4	6
CCOC(=O)C1CCN(c2c(NCCN3CCN(c4ccccc4)CC3)c(=O)c2=O)CC1	-2	2	-1.7	97	-7	0.0	7	0	-3	-6
CCC1(c2ccccc2)NC(=O)N(CC(=O)NCc2ccc(OC)cc2)C1=O (centres undefined)	1	-1	0.2	95	12	0.0	0	4	7	-6
Cc1cccc(-c2c3c(=O)n(C)c(=O)n(C)c3cn2-c2ccc(O)cc2)c1	34	2	1.1	100	8	-0.2	-5	1	4	-6
COc1ccc(C(=O)C2CCCN(Cc3c(O)cccc3OC)C2)cc1OC (centres undefined)	6	0	0.3	98	2	-0.1	1	-7	5	0
COCC(COS(N)(=O)=O)Cc1ccccc1 (centres undefined)	2	2	-3.9	97	-2	0.1	-5	-9	-2	-7
O=C(Nc1ccon1)c1csc2c1CCCC2	-1	-3	-0.2	100	2	0.0	-9	0	5	-7
COc1cccc(NC(=O)CSc2nccn(-c3ccc4c(c3)OCCO4)c2=O)c1	4	0	0.9	95	0	0.0	7	8	-5	-6
O=C(NCCO)c1nc(C(=O)c2ccc(Cl)cc2)c2ccccc2n1	3	6	5.0	100	-2	-0.3	-4	0	-2	-4
CCCc1ccc(OCc2ccc(C(=O)N3CCCC3)o2)cc1	-11	15	0.6	93	-11	0.5	-4	-4	8	-7
CN1CCN(C(=O)/C=C/c2ccc3c(c2)OCO3)CC1	4	1	0.0	98	-6	0.1	13	-2	-3	-2
Cc1cc(NC(=O)NC(=O)c2ccccc2NC(=O)CN(C)C)ccc1Oc1ncc(Br)cn1	9	10	-1.2	93	9	-0.2	2	1	10	-5
C=C(C)C(=O)OCC(O)COc1ccc(C(C)(C)c2ccc(OCC(O)COC(=O)C(=C)C)cc2)cc1 (centres undefined)	-36	0	-1.1	98	17	1.3	-4	17*	-5	-5
Cc1ccc(OCC(=O)NNC(=O)c2cc(S(=O)(=O)N(C)C)ccc2N2CCCC2)cc1	-3	2	-1.6	99	1	-0.4	·	-2	6	-12
COc1ccc(NC(=O)N(C)[C@H]2C[C@H]3c4[nH]c5ccccc5c4CCN3C(=O)[C@H]2[C@H](C)O)cc1	-4	4	5.5	100	0	0.3	0	2	-2	-4
C=CCc1ccc(OCCCOc2ccc(C(=O)O)cc2)c(OC)c1	-12	1	-1.4	99	-2	0.2	-2	0	-3	-5
O=C(c1cc(-c2ccc(Cl)cc2)on1)N1CCOCC1	-11	-16	-1.9	99	2	-0.1	19	1	5	-7
Cc1ccc(F)cc1NC(=O)c1ccc2c(c1)OCO2	1	2	-1.9	96	6	-0.2	7	1	-3	-8
COc1ccc(NC(=O)NCCN2CCCCC2)cc1	-2	2	-0.3	100	-11	0.1	-3	7	-2	19
C/C(Cn1nc([N+](=O)[O-])cc1C)=N\NC(=O)c1ccc(O)cc1O	6	2	2.9	101	2	0.1	9	1	0	·
CCCCOc1ccc(/C=C(\C#N)C(=O)NC2CC2)cc1	1	1	-0.7	90	1	0.1	20	-3	-1	-5
C[C@@]12C(=O)N(CC3CC3)CC(=O)N1[C@H](C1CC1)[C@@H]1C(=O)N(c3ccccc3)C(=O)[C@@H]12	2	0	-1.7	97	-8	0.2	-5	4	4	-10
O=C(C1CCCN(Cc2ccccc2Br)C1)N1CCCCC1 (centres undefined)	2	-1	1.1	96	0	0.1	2	0	-37	-6
Cc1ccc(Nc2nc3c([nH]2)c(=O)[nH]c(=O)n3C)cc1	4	2	2.2	102	1	0.1	0	0	2	·
O=C(CNC(=O)c1ccco1)OCC(=O)c1ccc2c(c1)CCCC2	-7	0	-1.5	93	1	-0.2	-25	-1	2	-5
